Screening results deposited in PubChem by National Center for Advancing Translational Sciences (NCATS).
HCMV antiviral: human cytomegalovirus inhibition. HFF cells, HCMV-luciferase reporter, 72 h; hits give low values. activity change, negative = inhibition, % at 57.5 µM. 410,000 compounds, 4.5% hits. AID 1259415; in the data active = activity change below about -60%; inconclusive = no clear call, values can overlap the other calls; inactive = above about -39%; note: % is set by controls: 0 for no effect and ±100 for the full control effect
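After 16 h attachment at 37C, HFF cells received test compound and HCMV-luciferase (1 PFU/cell); reporter luminescence read 72 h later, data normalized against buffer-only and known inhibitor Salinomycin.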
AmpC no deterg: AmpC beta-lactamase inhibition without detergent. P00811. AmpC nitrocefin hydrolysis, absorbance 480 nm, 0.0001% Triton. Potency, µM (highest dose often 57.1 µM), for inactives: top-dose activity change, negative = inhibition, usual class: inhibitors. 330,000 compounds, 0.52% hits. AID 485341;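 note: potency is the fitted concentration of half-maximal effect; plate controls were no compound for no effect and no enzyme for full effect; nearly all actives have a fitted effect of over 20% in size; some results filed as inactive show a strong effect at the top dose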
Target sequence (P00811 whole entry, looked up): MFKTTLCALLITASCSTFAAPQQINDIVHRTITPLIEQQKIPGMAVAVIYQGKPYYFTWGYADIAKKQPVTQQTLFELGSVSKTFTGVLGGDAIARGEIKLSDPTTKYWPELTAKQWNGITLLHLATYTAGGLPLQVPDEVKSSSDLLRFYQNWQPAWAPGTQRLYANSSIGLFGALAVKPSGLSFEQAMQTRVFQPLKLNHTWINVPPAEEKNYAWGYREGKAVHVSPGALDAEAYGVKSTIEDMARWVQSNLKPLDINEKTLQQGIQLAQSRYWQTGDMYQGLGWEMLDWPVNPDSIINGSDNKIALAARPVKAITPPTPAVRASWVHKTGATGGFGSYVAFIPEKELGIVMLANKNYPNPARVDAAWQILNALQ
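20 mM phosphate pH 7.0 + 0.01% (detergent screen) or 0.0001% Triton X-100; 5.3 nM AmpC reagent; cpd preinc 15 min RT; nitrocefin (800 uM stock) to start; A480 q20 s × 4 min; Activity was normalised to no-enzyme and no-compound control wells.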
Cycloheximide cs: affects cycloheximide protein synthesis inhibition readout, counter-screen; cell reporter, cycloheximide protein synthesis inhibition counterscreen; 300,000 compounds, 12% hits; max response, %; AID 2314; in the data active = max response mostly above about 13%, no sharp cut-off; inactive = mostly below about 14%; note: read at 38.3 µM for the half of the compounds with a filed dose; 0% is about no effect
Giardia FBPA inh: inhibitors of Giardia lamblia fructose-1,6-bisphosphate aldolase; A8B2U2; purified Giardia FBPA; Potency, µM (top dose mostly 59.6 µM), for inactives: at the top dose activity, negative = inhibition, actives largely listed as inhibitors; 290,000 compounds, 0.71% hits; note: potency is the fitted concentration of half-maximal effect; % is set by controls: 0 for no effect and ±100 for the full control effect; nearly all actives have a fitted effect of over 55% in size
Target sequence (A8B2U2 whole entry, looked up): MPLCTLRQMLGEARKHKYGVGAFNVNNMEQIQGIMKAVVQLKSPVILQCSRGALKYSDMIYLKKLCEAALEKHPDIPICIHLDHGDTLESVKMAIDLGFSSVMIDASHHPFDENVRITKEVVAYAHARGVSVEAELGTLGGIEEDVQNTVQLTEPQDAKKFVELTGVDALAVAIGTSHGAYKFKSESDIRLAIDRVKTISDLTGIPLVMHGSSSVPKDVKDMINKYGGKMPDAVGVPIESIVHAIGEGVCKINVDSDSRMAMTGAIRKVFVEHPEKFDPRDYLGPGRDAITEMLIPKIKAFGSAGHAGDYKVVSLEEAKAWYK
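Giardia FBPA (40 nM reagent) was preincubated 10 min at RT with compound (up to 57.5 uM final), then substrate plus GAPDH/TPI/NAD/arsenate coupling system with diaphorase/resazurin was added; resorufin fluorescence (525/598 nm) was read after 20 min.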
Shiga toxin inh: Shiga toxin inhibition; Vero cells, Shiga toxin protein synthesis inhibition reporter; inhibition, % at 38.7 µM; 290,000 compounds, 9.2% hits; in the data active = inhibition mostly above about 28%, no sharp cut-off; inactive = mostly below about 43%; note: 0% is about no effect
AMA1 RON2 block: disrupts binding of P. falciparum AMA1 to RON2; AlphaScreen AMA1-biotinylated RON2 peptide binding; Potency, µM (series often up to 58.2 µM), without a hit: at the top dose activity change, negative = inhibition, most hits filed as inhibitors; 360,000 compounds, 0.2% hits; AID 720542;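 note: potency is the fitted concentration of half-maximal effect; 0% = vehicle wells and -100% = peptide control; nearly all actives have a fitted effect of over 45% in size; some results filed as inactive show a strong effect at the top dose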
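AMA1 (3D7) with his tag at 25 nM final met compounds first, then biotinylated RON2 peptide at 25 nM; detection used donor plus acceptor beads, 10 µg/mL apiece, read by AlphaScreen after 30 min at room temperature.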
AmpC detergent: AmpC beta-lactamase inhibition with detergent present | P00811 | AmpC hydrolysis of nitrocefin, absorbance 480 nm, 0.01% Triton | Potency, µM (titrated, usually from 114 µM), for inactives: at the top dose activity change, negative = inhibition, hits mostly inhibitors | 370,000 compounds, 0.041% hits | AID 485294;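 note: potency is the fitted concentration of half-maximal effect; 0% = no-compound wells and -100% = no-enzyme wells; nearly all actives have a fitted effect of over 25% in size; some results filed as inactive show a strong effect at the top dose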
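20 mM phosphate pH 7.0 + 0.01% (detergent screen) or 0.0001% Triton X-100; 5.3 nM AmpC reagent; cpd preinc 15 min RT; nitrocefin (800 uM stock) to start; A480 q20 s × 4 min; Activity was normalised to no-enzyme and no-compound control wells.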
Numbers without * were called inactive; ? = inconclusive; / = no result given; [ ] = another dose, or the depositor's remark. Unless noted, calls come from the whole dose curve; as a rule, active = well fitted curve in the direction sought with a large enough effect; inconclusive = small, poorly fitted or top-dose-only effect, or another doubt; inactive = no such curve, though single readings can be large; an effect the other way counts as inactive or inconclusive. This is a random part of the collection, and some 16% of all compounds hit somewhere here.

SMILES	HCMV antiviral	AmpC no deterg	Cycloheximide cs	Giardia FBPA inh	Shiga toxin inh	AMA1 RON2 block	AmpC detergent
COC(=O)c1ccccc1N(C)S(C)(=O)=O	17	-26%	1	5%	-7	-4%	0%
O=C1NCC(COc2ccc([N+](=O)[O-])cc2)O1 (stereo unspecified)	26	-4%	2	2%	-7	-1%	-1%
Cc1ccc(NC(=O)CC2S/C(=N/c3nccs3)N(C)C2=O)c(C)c1 (stereo unspecified)	-25	-5%	4	1%	-12	-10%	3%
COc1ccc(/C=C2\SC(=O)N(CCC(=O)Nc3ccc(S(=O)(=O)Nc4nccs4)cc3)C2=O)cc1	-17	?	8	3%	12	-3%	-2%
CC1(C)C(=O)NC2=C1C(=O)C(=O)c1ccccc12	/	/	-17	0.16µM*	-17	/	/
COc1ccc(C2Nc3ccccc3NC3=C2C(=O)CC(C)(C)C3)cc1 (stereo unspecified)	33	-24%	48*	-1%	84*	22%	1%
CCOc1ccc(OCCC(=O)N(CC)CC(=O)NCc2cccs2)cc1	-28	-6%	/	/	/	-25%	2%
C=C(C)CNC(=S)NNC(=O)c1ccc(Br)cc1	22	-13%	4	10%	-1	55%[activator]	2%
COc1ccccc1CC(=O)NCCc1c[nH]c2ccccc12	29	-20%	6	/	21	0%	2%
C=CCNC(=O)c1onc(CSc2cccc(OC)c2)c1C(=O)NCC=C	-29	116%[activator]	-8	1%	-5	0%	-2%
O=C(Oc1ccccc1Cl)c1ccccc1P(=O)(O)O	6	-8%	2	13%	-7	-7%	?
C/C(=N/NC(=O)c1nnn(-c2nonc2N)c1COc1ccccc1)c1ccccc1	-9	-36%	-4	-8%	-7	-2%	-8%
COc1ccc(N2CCN(c3ncnc4sc(C(=O)NCC5CCCO5)c(C)c34)CC2)cc1 (stereo unspecified)	-1	129%[activator]	14	-14%	-8	-10%	-1%
Cc1ccc(C)c(NC(=S)N2CCCCCC2)c1	-11	-25%	6	-6%	-8	0%	-1%
Cc1ccc(NC(=O)CN(Cc2ccco2)Cc2ccccc2O)cc1C	-64*	-32%	26*	2%	59*	1%	0%
Cc1csc(NC(=O)c2cc(=O)[nH]c3ccc(S(=O)(=O)N4CCOCC4)cc23)n1	66	-23%	16	0%	-3	2%	-5%
Cc1ccc(NC(=O)CCC(=O)N/N=C/c2ccccc2O)cc1	3	-32%	-2	-10%	-6	76%[activator]	-9%
O=C1CSC(c2ccccc2[N+](=O)[O-])N1CCc1ccccc1 (stereo unspecified)	-18	1%	-8	-1%	-11	-7%	0%
O=C1/C(=C/c2cccnc2)SC(=S)N1c1ccc(O)cc1	-29	?	-3	0%	-12	4%	2%
Cc1ccc2cc(C#N)c(SCC(=O)NCC3CCCO3)nc2c1 (stereo unspecified)	-32	-13%	-4	-1%	24	2%	-13%
Nc1[nH]ncc1-c1ccccc1	-26	-8%	8	3%	14	12%	3%
Cc1cnc(C(=O)OCC(=O)Nc2cc(Cl)cc(Cl)c2)cn1	34	-10%	-3	7%	17	12%	-14%
COc1ccc(-n2nc(C(=O)NCC(=O)NCCc3ccc(OC)c(OC)c3)c3ccccc3c2=O)cc1Cl	-23	157%[activator]	-2	11%	-10	4%	-7%
O=c1c2ccccc2nnn1CCN1CCOCC1	-26	-7%	-2	0%	10	0%	-8%
CC(C)(C)OC(=O)NCCCCCc1nnc(SCc2c(F)cccc2Cl)o1	12	61%[activator]	-3	2%	3	20%	5%

Molecules listed so far containing a thiophene ring, fused or not:
SMILES	HCMV antiviral	AmpC no deterg	Cycloheximide cs	Giardia FBPA inh	Shiga toxin inh	AMA1 RON2 block	AmpC detergent
CCOc1ccc(OCCC(=O)N(CC)CC(=O)NCc2cccs2)cc1	-28	-6%	/	/	/	-25%	2%
COc1ccc(N2CCN(c3ncnc4sc(C(=O)NCC5CCCO5)c(C)c34)CC2)cc1 (stereo unspecified)	-1	129%[activator]	14	-14%	-8	-10%	-1%

Carrying on:
SMILES	HCMV antiviral	AmpC no deterg	Cycloheximide cs	Giardia FBPA inh	Shiga toxin inh	AMA1 RON2 block	AmpC detergent
CCN(CC)CCCNC(=O)c1nn(-c2ccc(OC)cc2OC)c(=O)c2ccccc12	-18	-28%	-2	-4%	-13	-4%	0%
COCCNC(=O)c1ccc2c(=O)n(CCCN3CCCC3=O)c(=S)[nH]c2c1	4	-11%	-1	?	-1	-5%	-5%
CC(C)C[C@H](NC(=O)c1[nH]cnc1C(=O)N[C@H](C)c1ccccc1)C(=O)OCc1ccccc1	-8	-13%	-1	?	-8	101%[activator]	17%
CC(C)(C)n1ncc2c(=O)n(CC(=O)NCCc3ccccc3)cnc21	9	-19%	21*	0%	61*	0%	-21%
CCC1CCCCN1C(=O)Cn1c(=O)n(CCC(=O)NCc2ccco2)c(=O)c2sccc21 (stereo unspecified)	-27	-5%	11	8%	-12	-2%	-7%
CCCCCCCNC(=O)C1(CC2CC(c3ccc(Cl)cc3)=NO2)CCN(C(=O)c2ccccc2)CC1 (stereo unspecified)	18	-16%	3	8%	0	0%	0%
O=C(COc1ccc(F)cc1Cl)Nc1nc(-c2ccccn2)cs1	-82*	-12%	/	/	/	/	-19%
O=C(COC(=O)CCSc1ccccc1Cl)Nc1ccc(F)cc1F	-36	-19%	-2	4%	-10	14%	0%
Cc1ccccc1OCC(=O)NC(=S)Nc1ccc(N2CCOCC2)c(Cl)c1	-13	-22%	-2	1%	3	1%	-3%
Cc1cc(C)c(C)c(S(=O)(=O)N2CCN(CC(=O)c3c(N)n(Cc4ccccc4)c(=O)n(C)c3=O)CC2)c1C	52	111%[activator]	-2	-2%	17	0%	8%
COc1ccccc1OCc1ccc(C(=O)NN)cc1	25	-19%	-2	-1%	-14	63%[activator]	0%
COc1ccccc1C1C2=C(N=C3SCC(=O)N31)c1ccccc1CC2 (stereo unspecified)	14	-20%	-2	-7%	23	5%	-4%
O=C1CC(c2ccsc2)c2cc3c(cc2N1)OCCO3 (stereo unspecified)	30	-9%	-1	-8%	9	-5%	?
CC1=CC(=O)C(C(C)C)=C/C1=N/OC(=O)c1cccc([N+](=O)[O-])c1	-29	-11%	9	-20%	-9	0%	3%
CC(C)(C)c1nc(SCC(=O)NNC(=O)c2ccccc2)c2ccccc2n1	-63*	-24%	-2	2%	-18	66%[activator]	-9%
COc1cc(OC)c(C2C(C#N)=C(C)NC(C)=C2C#N)c(C(=O)O)c1	25	-6%	-3	1%	-1	0%	-10%
CC[C@H](C)[C@H](NC(=O)[C@H](CC(N)=O)NC(=O)[C@H](CCCCN)NC(=O)[C@H](Cc1ccccc1)NC(=O)[C@H](Cc1ccccc1)NC(=O)[C@H](Cc1cnc[nH]1)NC(=O)[C@@H](N)C(C)C)C(=O)N[C@H](C(=O)N[C@H](C(=O)N1CCC[C@H]1C(=O)N[C@@H](CCCN=C(N)N)C(=O)N[C@H](C(=O)N1CCC[C@H]1C(=O)O)[C@@H](C)O)[C@@H](C)O)C(C)C	/	/	-5	4%	11	/	/
CC(=O)Oc1ccc2c(=O)oc(-c3ccccc3C)nc2c1	40	-11%	1	3%	/	-2%	-12%
N#Cc1ccc(/C=C2\CCCCn3c2nc2cc(C(=O)O)ccc2c3=O)cc1	17	-22%	-2	-6%	15	-7%	-4%
COc1cccc(OCCOCCNCCO)c1	/	49%	-1	-2%	7	/	-7%
CC1C(=O)CCCCCCCCCC2C1(N1CCOCC1)CS2(=O)=O (stereo unspecified)	62	4%	-7	0%	-3	5%	-7%
CCC(C)NC(=O)CSc1nnc(-c2cc(-c3ccc(C)cc3)nc3ccccc23)n1N (stereo unspecified)	105	96%[activator]	1	4%	-2	15%	?
CCOC(=O)C1(C)/C(=N/Nc2ccc(S(N)(=O)=O)cc2)C(=O)C(=O)N1c1ccccc1 (stereo unspecified)	?	-19%	4	-19%	-14	-6%	2%
COc1ccc(CCNC(=O)c2noc(C(C)C)c2[N+](=O)[O-])cc1OC	?	-7%	-5	-4%	-8	0%	1%
CCc1cc2cc(C)ccc2nc1SCC(=O)N1CCN(C(=O)c2ccco2)CC1	-33	132%[activator]	-2	12%	-4	-7%	-7%
(cont.)
SMILES	HCMV antiviral	AmpC no deterg	Cycloheximide cs	Giardia FBPA inh	Shiga toxin inh	AMA1 RON2 block	AmpC detergent
Cc1c(C(=O)NC2=NCCS2)cccc1[N+](=O)[O-]	-2	-8%	13	1%	-1	-5%	1%
C=CCOc1ccc(CNCCO)cc1OCC	19	-13%	2	-8%	-11	-15%	?
CC1(C)Cc2c(sc3nc4n(c(=O)c23)CCC4)CO1	1	-6%	8	0%	-1	28%	-7%
O=C(O)c1cc(S(=O)(=O)N(Cc2ccccc2)c2ccc(Cl)cc2)ccc1Cl	-27	11%	4	13%	-4	-4%	-4%
CC(C)Oc1ccc(CCC(=O)N/N=C/c2ccc3c(c2)OCO3)cc1	-29	-22%	-2	4%	-3	-4%	-12%
Cc1ccc(N2C(=O)[C@@H]3[C@H](C2=O)C2CCCN2[C@@H]3C(=O)c2ccccc2)cc1 (stereo partly specified)	?	6%	27	?	41	18%	-3%
COc1cc(NC(=O)c2c3c(nc4ccccc24)CCC3)cc(OC)c1	-102*	-25%	4	6%	-12	-2%	7%
O=C(N/N=C/c1c(O)n(CCC2=CCCCC2)c(=O)[nH]c1=O)c1ccccc1	34	-40%	27*	-4%	21	27%	-10%
CCc1ccc(NC(=O)C2CCN(C(=O)N3CCOc4ccccc43)CC2)cc1	-11	94%[activator]	1	-3%	-4	-3%	-8%
CCCCN(C(=O)CSCc1c(C)noc1C)c1c(N)n(CCCC)c(=O)[nH]c1=O	-21	-5%	/	/	/	19%	-15%
CN=CC1=C(O)CC(C)(C)CC1=O	-9	-4%	2	10%	-21	-6%	-14%
CCN1CCN(S(=O)(=O)c2ccc(Cl)c(C(=O)N(C)Cc3cccc(Cl)c3Cl)c2)CC1	-25	276%[activator]	/	/	/	44%[activator]	-10%
O=C(Cc1c(Cl)cccc1Cl)OCC(=O)N1CCOCC1	62	-4%	/	/	/	16%	/
O=C(COc1ccc2c(c1)CCC2)N1CCN(c2cccc(C(F)(F)F)c2)CC1	-30	32%	-2	-6%	-2	4%	?
CCO/C(=C/c1sc2ccc(OC)cc2[n+]1CCCS(=O)(=O)[O-])CC	15	-8%	-2	-1%	-7	3%	1%
O=C(N/N=C/c1[nH]c2ccccc2c1Cl)c1cccc(Br)c1	-32	-43%	7	-1%	12	12%	0%
Cc1occc1C(=O)Nc1ccc2ccccc2c1	126	-55%	43*	-12%	113*	1%	-12%
